DENV2 CPE = protects cells from dengue virus 2 cytopathic effect; 350,000 compounds, 1.7% hits; DENV2-infected cells, cytopathic effect rescue, plate reader; CPE inhibition, % at 9.99 µM; AID 651640; in the data active = CPE inhibition above about 20%, passing the limit was not always enough; inconclusive = no clear call, values can overlap the other calls; tested in BHK-21 cells;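 note: 0% = median of neutral control wells and 100% = median of positive control wells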
FN deposit inh = fibronectin deposition inhibition; AH1F fibroblasts, Alexa488-fibronectin deposition fluorescence, overnight; inhibition, % at 12.6 µM; 350,000 compounds, 0.086% hits; AID 743247;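 active = mean inhibition across replicates of 30% or more, regardless of how many single replicates reach that level; inconclusive = mean under 30% yet at least half of replicates reach 30%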;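 note: positive control wells lacked labelled fibronectin entirely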
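test system = AH1F fibroblasts assembling fluorescent fibronectin matrix | quantity = 10000 AH1F cells per well | buffer or medium = DMEM plus 2% serum, read in PBS | doses = single dose, pinned | incubation = 1 h cell attachment, overnight exposure to compound and label | detection = fluorescence at 485 nm excitation, 525 nm emission | read-out basis = inhibition from reduced deposited-fibronectin fluorescence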
CFTR F508del cor = correctors of CFTR F508del function in bronchial epithelial cells; activity (quench increase), % at 7.58 µM; 350,000 compounds, 0.36% hits; CFBE cells, YFP halide quenching; stimulated with forskolin plus potentiator P3; % fluorescence drop versus neutral controls; AID 720511;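 active = mean added fluorescence quench of at least 8% versus neutral control, with both replicates also reaching 8%; inconclusive = only one of the mean or replicate conditions met; inactive = mean below 8% and not both replicates reaching 8%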;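 note: cells transiently co-express mutant CFTR-F508del with the halide-sensitive YFP; corrector assay measuring rescue of mutant channel to the surface after 24 h compound exposure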
miR-122 sensor = blocks miR-122 activity in Huh7 sensor cells | Huh7 miR-122 Renilla luciferase sensor, 48 h; neutral wells = 0, positive control = 100 | activation (reporter increase), % at 12.5 µM | 340,000 compounds, 0.3% hits;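 active = mean replicate activation score at least 90 and every replicate individually at or above 90; inconclusive = only one of the two criteria met; inactive = neither criterion met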;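 note: higher luciferase means less miR-122 activity so hits act as miR-122 inhibitors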
PAX8 inh HTS = lowers PAX8-driven luciferase in RMG-I cells; AID 652154; 360,000 compounds, 1.2% hits; inhibition, % at 12.6 µM; RMG-I TPO-luciferase reporter, SteadyGlo, 24 h;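 active = mean replicate inhibition at least 60% with every replicate also reaching 60%; inconclusive = only one of the two criteria is met; inactive = mean below 60% and not all replicates reaching 60%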;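 note: luciferase light reporting Pax8 driven TPO promoter activity; plate controls were median of neutral control wells for no effect and mitoxantrone controls for full effect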
INS-1E GSIS act = GLuc luminescence reporter in INS-1E cells, primary screen for activators of glucose-dependent secretion of insulin | INS-1E GLuc reporter insulin secretion, 2-3 h | activation, % at 16.6 µM | 370,000 compounds, 0.61% hits;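 active = lowest replicate activation of at least 40%, so every replicate reaches that level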;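 note: 0% = median of neutral control wells and 100% = median of IBMX positive control wells; some compounds called inactive have numbers as strong as hits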
EWS-Fli block = EWS/Fli transcriptional activity inhibition; A673 NR0B1-luciferase reporter, viability-normalised; inhibition, % at 12.6 µM; 350,000 compounds, 0.67% hits;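 active = mean inhibition of at least 50% after viability correction, with every replicate also passing that limit; inconclusive = mean reaches 50% but only one of two replicates passes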;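 note: firefly luciferase signal divided by Alamar Blue viability fluorescence both relative to DMSO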
An asterisk follows results filed as active; u = inconclusive; x = no result given; & = joins results of further samples; [ ] = another dose, or the depositor's remark.

The opening 4 entries as a preview:
SMILES | DENV2 CPE | FN deposit inh | CFTR F508del cor | miR-122 sensor | PAX8 inh HTS | INS-1E GSIS act | EWS-Fli block
COCC#Cc1ccc2c(c1)O[C@@H](CN(C)CC1CCOCC1)[C@@H](C)CN([C@H](C)CO)S2(=O)=O | -2 | x | 1.2 | -10[16.7 µM] | x | 0 | -9
C[C@H](NC(=O)C[C@H]1C=C[C@H](NC(=O)C2CCC2)[C@H](CO)O1)c1ccccc1 | 11 | -14 | -1.0 | x | 17 | -5 | 3
Cc1cc(C(=O)CN2C(=O)NC3(CCCCC3)C2=O)c(C)n1Cc1ccco1 | 8 | -4 | -0.9 | -1 | -169 | -5 | -84
C[C@@H]1CN([C@H](C)CO)C(=O)c2cc(NS(=O)(=O)c3cn(C)cn3)ccc2O[C@@H](C)CCCCO[C@H]1CN(C)S(=O)(=O)c1cccs1 | 28* | -2 | -1.7 | x | -9 | 20 | 20

The listing, repeating the preview:
SMILES | DENV2 CPE | FN deposit inh | CFTR F508del cor | miR-122 sensor | PAX8 inh HTS | INS-1E GSIS act | EWS-Fli block
COCC#Cc1ccc2c(c1)O[C@@H](CN(C)CC1CCOCC1)[C@@H](C)CN([C@H](C)CO)S2(=O)=O | -2 | x | 1.2 | -10[16.7 µM] | x | 0 | -9
C[C@H](NC(=O)C[C@H]1C=C[C@H](NC(=O)C2CCC2)[C@H](CO)O1)c1ccccc1 | 11 | -14 | -1.0 | x | 17 | -5 | 3
Cc1cc(C(=O)CN2C(=O)NC3(CCCCC3)C2=O)c(C)n1Cc1ccco1 | 8 | -4 | -0.9 | -1 | -169 | -5 | -84
C[C@@H]1CN([C@H](C)CO)C(=O)c2cc(NS(=O)(=O)c3cn(C)cn3)ccc2O[C@@H](C)CCCCO[C@H]1CN(C)S(=O)(=O)c1cccs1 | 28* | -2 | -1.7 | x | -9 | 20 | 20
C[C@@H]1CN([C@H](C)CO)C(=O)c2cc(NS(=O)(=O)c3ccc(Cl)cc3)ccc2O[C@@H](C)CCCCO[C@@H]1CN(C)S(=O)(=O)c1cn(C)cn1 | 19 | -8 | 0.4 | 2[16.7 µM] | -12 | 1 | -18
O=C(c1ccc(N2CCCC2)c([N+](=O)[O-])c1)N1CCN(CCO)CC1 | 2 | 2 | 0.3 | 3 | -8 | 24 | -9
Cc1noc(C)c1NC(=O)N(C)C[C@H]1OCc2ccccc2-c2c(n(C)c3ccccc23)C(=O)N([C@@H](C)CO)C[C@H]1C | -2 | -17 | -2.5 | x | 16 | 2 | 6
Cc1cccc(C(=O)NC(C)C(c2cccs2)N2CCOCC2)c1 (stereo not drawn) | -2 | 1 | 0.1 | 1 | 2 | -40 | -3
CCC(=O)NC(/C=C/c1ccccc1)c1cc([N+](=O)[O-])c2cccnc2c1O (stereo not drawn) | -2 | 0 | 0.6 | x | 24 | 1 | -13
CCOC(=O)Cn1cc(C#N)c2ccccc21 | -3 | 2 | -2.1 | x | 19 | 12 | 8
CCC(C)(C)NC(=O)C(c1cccs1)N(C(=O)c1ccn[nH]1)c1cccc(OC)c1 (stereo not drawn) | -3 | 1 | -2.8 | x | 7 | -15 | -12
COc1ccc(CNS(=O)(=O)c2cc(OCC(N)=O)c(C)cc2Cl)cc1 | x | -1 | x | 0 | 1 | x | x
N#C[C@H]1[C@H](c2ccc(C3=CCCC3)cc2)[C@@H](CO)N1C(=O)NC1CCCC1 | -9 | 5 | -2.5 | x | 3 | -4 | 8
N#CC(c1ccccc1)N(CCCCl)C(=O)c1ccc(Br)cc1 (stereo not drawn) | x | 4 | 3.4 | x | 9 | -12 | -2
COc1cccc(CNC(=O)C2CCN(S(=O)(=O)c3ccc(Br)s3)CC2)c1 | 2 | 3 | 1.0 | x | 10 | -30 | 5
CCC(C)[C@H](NC(=O)N1CCC(C)CC1)C(=O)O (stereo partly drawn) | 3 | -11 | -1.9 | x | 5 | 17 | 8
O=C(Nc1cccc([N+](=O)[O-])c1)NN1CCCCCC1 | 1 | -4 | 2.3 | x | -4 | -18 | -3
CCNC(=O)C1(C)CCN(Cc2ccc(OC(F)(F)F)cc2)C1 (stereo not drawn) | 8 | -10 | -1.5 | 2 | 8 | 6 | 8
C[C@H](O)C#Cc1cnc2c(c1)C(=O)N([C@H](C)CO)C[C@@H](C)[C@@H](CN(C)Cc1ccccn1)O2 | -5 | x | 0.4 | -2[16.7 µM] | x | 17 | -9
Cc1ccc(OCCN(C)C(=O)C2CCC(=O)N(CCCN3CCOCC3)C2)cc1 (stereo not drawn) | 2 | x | 0.9 | x | 8 | 18 | x
CN(C[C@@H]1N[C@H](CO)[C@H]1c1ccc(C2=CCCC2)cc1)C(=O)c1ccncc1 | x | -2 | -4.0 | 14[16.7 µM] | -31 | 7 | 13
CC1(C(=O)Nc2ccc3c(c2)OCCO3)CN(S(C)(=O)=O)CC(=O)N1Cc1cccs1 (stereo not drawn) | u | x | 1.0 | x | -13 | 0 | -7
COc1ccc(NC(=O)Nc2ccc3c(c2)C(=O)N([C@@H](C)CO)C[C@H](C)[C@@H](CN(C)Cc2ccc(Cl)c(Cl)c2)OCCCC[C@H](C)O3)cc1 | -31 | x | 1.4 | 3[16.7 µM] | 10 | -6 | 0
O=C(CCC1CCCC1)NNC(=O)COc1ccc(Br)cc1 | 2 | -11 | 0.7 | -4 | 2 | 21 | 0
COCCOC(=O)N1C(=O)[C@@]2(c3cc(C#CCC(C(=O)OC)C(=O)OC)ccc31)[C@H](C(N)=O)[C@H]1C(=O)O[C@H](c3ccccc3)[C@H](c3ccccc3)N1[C@@H]2c1ccc(OCCO)cc1 | 5 | x | -0.3 | x | x | x | 35
CCCC(=O)Nc1ccc(NC(=O)C23CC4CC(CC(C4)C2)C3)cn1 | x | -2 | x | -1 | -28 | x | x
COc1ccc(N(CC(=O)Nc2ccc(C)c(C)c2)C2=NC3CS(=O)(=O)CC3S2)cc1 (stereo not drawn) | -1 | -8 | -0.6 | -5 | -4 | x | 2
Cc1noc(C)c1S(=O)(=O)N1CCCN(C(=O)/C=C/c2ccccc2F)CC1 | 6 | 6 | 1.1 | -5 | 1 | 7 | 7
O=C(NNC(=O)c1ccccc1C(=O)O)c1cc2ccccc2o1 | 3 | -13 | 1.2 | 6 | 4 | -10 | x
Cc1cc(C)cc(OCC(=O)OCC(=O)N(CC(C)C)c2c(N)n(Cc3ccccc3)c(=O)[nH]c2=O)c1 | u | -1 | -1.5 | 4 | 6 | -55 | 3
COCc1cn(CC[C@@H]2CC[C@@H](NC(=O)CCN3CCCCC3)[C@@H](CO)O2)nn1 | -4 | 0 | 1.7 | x | -9 | 12 | 2
COC(=O)c1ccc2c(=O)n(Cc3ccc4c(c3)OCO4)c(SCC(=O)N3CCCC3)nc2c1 | 3 | -4 | -1.8 | x | 0 | 7 | -22
COc1ccc(C=NCCC2(O)CC(C)N(C)CC2C)cc1 (stereo not drawn) | x | -3 | x | -7 | -9 | x | x
COc1ccc(NC(=O)c2cc(-c3cc(Cl)ccc3OC)n[nH]2)cc1OC | 0 | 8 | 5.5 | -8 | 2 | x | 19
O=C(c1cc2sccc2n1Cc1ccccc1)N1CCCc2ccccc21 | x | -8 | x | -3 | 2 | x | x
CCOc1ccccc1CN1C(=O)NC2(CCCCCC2)C1=O | -3 | 0 | -1.5 | 0 | 7 | -3 | -7
O=C(CCC(=O)Nc1ccc(F)cc1)N/N=C/c1cc([N+](=O)[O-])ccc1O | 9 | 7 | 5.5 | x | -8 | 8 | 11
CCCNC(=O)Nc1ccc2c(c1)C(=O)N(C)C[C@@H](OC)[C@H](C)CN(C(=O)C1CCC1)[C@H](C)CO2 | -10 | 2 | -1.3 | 1[16.7 µM] | 6 | -5 | -17
Cc1ccc(S(=O)(=O)Nc2ccc3c(c2)CC(=O)N([C@@H](C)CO)C[C@H](C)[C@H](CN(C)Cc2ccncc2)O3)cc1 | 5 | x | -0.1 | 3[16.7 µM] | 7 | 1 | -3
Cc1cccc(OCC2CCCN(Cc3nc(C4CC4)no3)C2)c1 (stereo not drawn) | 6 | -5 | 3.7 | 0 | 9 | 7 | 8
C[C@@H]1CN([C@@H](C)CO)C(=O)c2cc(NC(=O)Nc3cccc4ccccc34)ccc2O[C@H]1CN(C)S(=O)(=O)c1cccs1 | 1 | 7 | -2.4 | -2[16.7 µM] | x | 2 | -12
C=CCNC(=O)CCCC(=O)NCC=C | x | 0 | x | -12 | -1 | 24 | x
CC(C)NC(=O)Nc1ccc2c(c1)C(=O)N([C@H](C)CO)C[C@H](C)[C@@H](CN(C)S(C)(=O)=O)O2 | -6&-7 | 0 | 0.2&1.3 | -2[16.7 µM] | -2&-15 | 3&6 | -7
Cc1ccc(SCC(=O)c2ccc[nH]2)cc1 | -1 | -3 | -0.1 | -6 | -133 | -2 | -85
CCCCSc1[nH]c(=O)c(C(=O)OCC)cc1C#N | x | 27 | x | 0 | -6 | x | x
COc1ccc(NC(=O)N(C)C[C@H]2Oc3ccc(NC(=O)CCN4CCOCC4)cc3C(=O)N([C@@H](C)CO)C[C@@H]2C)cc1 | -7 | -4 | 0.2 | 6[16.7 µM] | -13 | 17 | 1
Cc1cccc2sc(NC(=O)CSc3cn[nH]n3)nc12 | -3 | 4 | 0.2 | x | 8 | 8 | 7
Nc1ccn(CCCNC2CCN(Cc3ccccc3)CC2)c(=O)n1 | -18 | 5 | -1.2 | -1 | -5 | 13 | 5
COc1ccc(Nc2cc(C(=O)NCCCN3CCOCC3)c3ccccc3n2)cc1 | -1 | 9 | -0.1 | 15 | 28 | 7 | x
O=C(Nc1ccc(OC(F)(F)F)cc1)NC1CCC(Oc2ccc(C(=O)O)cc2)CC1 (stereo not drawn) | -2 | -17 | 2.8 | 0 | -22 | -8 | -1
CC(=O)c1ccc(N2CCN(C(=O)c3ccc4nc[nH]c4c3)CC2)cc1 | x | 13 | x | 0 | 6 | 2 | x
CCC(C)SCC(=O)Nc1ccc(S(=O)(=O)N2CCOCC2)cc1OC (stereo not drawn) | 7 | 4 | -0.9 | -9 | 0 | -1 | 9
CC(C)Oc1ccc(C(=O)NC2CCN(Cc3ccccc3)CC2)cc1 | 5 | -9 | -1.6 | -5 | -7 | 7 | 4
Cc1ccccc1-c1ccc([C@@H]2[C@H](CO)N3CCCCN(CC4CC4)C[C@@H]23)cc1 | 13 | x | -1.2 | 8[16.7 µM] | 6 | -26 | -9
O=C(CCCn1c(SCC(=O)Nc2ccccc2Cl)nc2ccccc2c1=O)NCC1CCCO1 (stereo not drawn) | -2 | -1 | 5.6 | 17 | 25 | -20 | x
C[C@@H]1CCCCO[C@@H](CN(C)Cc2ccccc2)[C@H](C)CN([C@H](C)CO)C(=O)c2cc(NS(=O)(=O)c3ccc(F)cc3)ccc2O1 | -5 | -4 | 2.9 | -15[16.7 µM] | 13 | -15 | 0
Cc1ccc2ccc(S(=O)(=O)NCc3ccccn3)cc2c1 | 7 | -7 | 1.5 | x | -16 | -12 | -43
O=C(COc1ccc2c3c(c(=O)oc2c1)CCC3)N1CCCCC1 | -4 | 10 | 0.0 | -11 | -90 | 1 | -68
CCCNC(=O)C[C@H]1CC[C@H]2[C@H](COc3ccc(NC(=O)c4ccc(Cl)cc4)cc3C(=O)N2C)O1 | u | 2 | -0.7 | 13[16.7 µM] | 3 | -14 | -8
O=C(Cc1ccc(-n2c(=O)[nH]c3ccsc3c2=O)cc1)NCc1cccnc1 | x | 0 | x | x | -7 | 5 | x
Cc1[nH]nc2c1C1(CCC3(CC1)OCCO3)C(C#N)=C(N)O2 | -5 | x | -4.5 | -1 | x | 5 | 5
Cc1ccc(O)c(NC(=O)C2=CC(c3ccco3)=NS(=O)(=O)N2C)c1 | -6 | 17 | 0.8 | -5 | 7 | -9 | -4

Assay outcomes deposited in PubChem by Broad Institute.
